MrgX1 agonist = agonists of human MrgX1 receptor, primary screen, HEK293 cells, Fluo-4 calcium flux; hit rate 0.44% among 310,000; Mas-related G-protein coupled receptor member X1 (Homo sapiens), Q96LB2; B-score at 10 µM; Fluo-4 calcium fluorescence, agonist mode; active compounds read high;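 active = calcium response B-score plate-corrected fluorescence ratio at least 3 library SD, with starting fluorescence B-score inside 5 SD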
Target sequence (Q96LB2 whole entry, looked up): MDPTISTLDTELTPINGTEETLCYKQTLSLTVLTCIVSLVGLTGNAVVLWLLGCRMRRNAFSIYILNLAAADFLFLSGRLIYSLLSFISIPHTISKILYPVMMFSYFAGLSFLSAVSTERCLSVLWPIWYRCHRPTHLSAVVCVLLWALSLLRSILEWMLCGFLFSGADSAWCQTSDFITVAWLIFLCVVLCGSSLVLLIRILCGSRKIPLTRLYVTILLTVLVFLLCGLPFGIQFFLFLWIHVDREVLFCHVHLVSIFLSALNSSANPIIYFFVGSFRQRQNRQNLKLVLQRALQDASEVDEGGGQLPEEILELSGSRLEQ
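Test system: HEK293 cells stably expressing human MrgX1 receptor; amount: 15,000 cells per well; doses: compound delivered in addition one of three; times: overnight plating before 1 h dye loading; detection: Fluo-4 NW calcium-flux fluorescence, kinetic read; read-out basis: B-scored fluorescence response ratio; controls: positive and negative controls per plate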
TRPC6 inh = mouse TRPC6 channel inhibitors, primary screen, cell-based, HEK293, membrane potential dye | Short transient receptor potential channel 6 (Mus musculus), Q61143 | ACh-evoked depolarization; active compounds read low | B-score at 10 µM | hit rate 1.1% among 310,000 | AID 2553, 2010;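 active = B-score under library mean minus 3 SD, initial fluorescence not abnormally high, positive integrated signal ratio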;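 note: B-score derived from integrated fluorescence ratio over the kinetic read; more negative B-score means stronger inhibition of depolarization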
MrgX1 antag = antagonists of human MrgX1 receptor, primary screen, HEK293 cells, Fluo-4 calcium flux; hit rate 1.3% among 310,000; BAM8-22 antagonism; active compounds read low; AID 588676, 2011; B-score at 10 µM; Mas-related G-protein coupled receptor member X1 (Homo sapiens), Q96LB2;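 active = calcium-response B-score plate-corrected more than 3 library SD below zero, starting fluorescence within 5 deviations, no agonist response on first addition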;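 note: peak minus trough fluorescence over baseline after final BAM8-22 challenge near maximal dose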
TRPC4 potent = positive allosteric modulators of TRPC4, primary screen, cell-based, mouse TRPC4beta, HEK293 mu-opioid, Fluo-4 calcium. B-score at 10 µM. DAMGO EC20, Fluo-4 Ca2+ flux; active compounds read high. hit rate 0.42% among 310,000;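 active = B-score of calcium response area above 5 SD of library B-scores, with initial fluorescence ratio within 5 SD of library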;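 note: B-score of integrated fluorescence ratio over time as area under calcium response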
TRPC6 activator = mouse TRPC6 channel activators, primary screen, cell-based, HEK293, membrane potential dye; HEK293-TRPC6 membrane potential dye fluorescence; active compounds read high; AID 2550, 2010; B-score at 10 µM; hit rate 0.13% among 310,000;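 active = B-score of the integrated fluorescence ratio above library mean plus 3 SD, and starting fluorescence ratio within library mean plus 5 SD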;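 note: higher score means more depolarization so channel activation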
TRPC4 agonist = activators of mouse TRPC4 channel, primary screen, Fluo4 calcium, HEK293 TRPC4beta/mu-opioid cells | Fluo4 calcium fluorescence; active compounds read high | AID 2237, 2010 | hit rate 0.49% among 310,000 | B-score at 10 µM;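 active = B-score above 5 SD of library B-scores, and initial fluorescence ratio not above library mean plus 5 SD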;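 note: positive B-score marks a calcium rise read as TRPC4 activation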
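Material: TRPC4beta and mu-opioid receptor HEK293 stable cells | Incubation: 45 min room-temperature Fluo4 loading, 110 s read | Detection: Kinetic Fluo4 calcium fluorescence | Measure: Integrated baseline-normalised fluorescence ratio, converted to per-well B score | Benchmarks: Low control buffer alone, high control maximal DAMGO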
TRPC4 inh = inhibitors of mouse TRPC4 channel, primary screen, Fluo4 calcium, HEK293 TRPC4beta/mu-opioid cells; B-score at 10 µM; DAMGO-evoked Fluo4 calcium flux; active compounds read low; Short transient receptor potential channel 4 (Mus musculus), Q9QUQ5; hit rate 0.39% among 300,000;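 active = B-score over 3 SD under the library average, no early fluorescence shift, positive overall ratio signal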
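Material: HEK293 cells with stable TRPC4beta plus mu-opioid receptor expression; probe or stimulus: DAMGO in two steps, submaximal then maximal; technique: Fluo4 calcium fluorescence by kinetic imaging, 5 s 1 Hz baseline; measure: integrated fluorescence ratio relative to baseline, converted to per-well B score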
PolyA inhibitor = polyadenylation inhibitors in yeast reporter cells, primary screen, luminescence, S. cerevisiae. S. cerevisiae SKY197-pL101 polyadenylation reporter, beta-gal luminescence; efflux-impaired pdr1/pdr3 knockout yeast; score 100 = 6 SD above DMSO. calls only at 12 µM. hit rate 0.02% among 300,000;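 active = lowest replicate activity score at least 50, where 100 means six control SD above control mean; inconclusive = lowest score under 50 but half or more replicates reach 50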;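 note: yeast exposed to compound for 9 h at 30 °C; higher score means more reporter readthrough which indicates perturbed polyadenylation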
MrgX1 allo act = positive allosteric modulators of MrgX1, primary screen, HEK293 cells, Fluo-4 calcium flux | AID 588675, 2011 | FDSS; active compounds read high | hit rate 0.63% among 310,000 | Mas-related G-protein coupled receptor member X1 (Homo sapiens), Q96LB2 | B-score at 10 µM;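 active = plate-corrected calcium response at least 3 library SD above typical, normal starting fluorescence, not activating the receptor alone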;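 note: compound read alongside a low EC10 to EC30 dose of BAM8-22 agonist; peak minus trough fluorescence over baseline measured at the second addition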
HIF activator = HIF pathway transcriptional activators, primary screen, cell-based, U2OS HRE-luciferase, luminescence. AID 1910, 2009. activation, % at 7.5 µM (by protocol). hit rate 0.32% among 300,000. U2OS HRE-luciferase reporter; normalized: DMSO 0%, desferrioxamine 100%;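 active = mean activation of at least 10% of the iron chelator positive control signal, with at least half of replicates also reaching 10%; inconclusive = mean and replicate majority disagree about reaching 10%; inactive = mean and most replicates under 10%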
AI-2 QS mod = Vibrio harveyi AI-2 quorum sensing modulators, primary screen, JMH597 strain, luminescence/OD600 ratio; activity change, % at 7.5 µM; hit rate 0.4% among 300,000; Vibrio harveyi JMH597 AI-2 luminescence/OD600 ratio, 9 h; active compounds read low; strain lacks LuxN and CqsS sensors; 0 = neutral-control median; AID 2094, 2009; in the data active = activity change below about -75%, passing the limit was not always enough; inconclusive = no clear call, values can overlap the other calls;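 note: luminescence divided by OD600 gain over 9 h not by final OD600 alone; inactives centre near 13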
The depositor's hits bear a star.

For CCCCCCCCCS(=O)(=O)Nc1cc(C)ccn1 the results were MrgX1 agonist inactive, TRPC6 inh inactive, MrgX1 antag inactive, TRPC4 potent inactive, TRPC6 activator inactive, TRPC4 agonist inactive, TRPC4 inh inactive, PolyA inhibitor inactive, MrgX1 allo act inactive, HIF activator -0.4 and AI-2 QS mod 17.
Screening COc1cc(/C=N/NC(=O)CN2CCCCC2)ccc1OCc1ccc(Br)cc1 returned MrgX1 agonist inactive, TRPC6 inh inactive, MrgX1 antag inactive, TRPC4 potent inactive, TRPC6 activator inactive, TRPC4 agonist inactive, TRPC4 inh inactive, PolyA inhibitor inactive, MrgX1 allo act inactive, HIF activator 2.3 and AI-2 QS mod 16.
`CN(C)CC/C=C1/c2ccccc2CS(=O)(=O)c2ccccc21` gave MrgX1 agonist inactive, TRPC6 inh inactive, MrgX1 antag inactive, TRPC4 potent inactive, TRPC6 activator inactive, TRPC4 agonist inactive, TRPC4 inh inactive, PolyA inhibitor inactive, MrgX1 allo act inactive, HIF activator 0.1 and AI-2 QS mod 24.
Screening COc1ccc(N2CCN(C(=O)c3ccc(C)c(NC(=O)C4=C(C)OCCS4)c3)CC2)cc1 returned MrgX1 agonist inactive, TRPC6 inh inactive, MrgX1 antag inactive, TRPC4 potent inactive, TRPC6 activator inactive, TRPC4 agonist inactive, TRPC4 inh inactive, PolyA inhibitor inactive, MrgX1 allo act inactive, HIF activator 0.4 and AI-2 QS mod 10.
CCN1C(=O)c2ccccc2Sc2ccc(C(=O)O)cc21 was read as MrgX1 agonist inactive, TRPC6 inh inactive, MrgX1 antag inactive, TRPC4 potent inactive, TRPC6 activator inactive, TRPC4 agonist inactive, TRPC4 inh inactive, PolyA inhibitor inactive, MrgX1 allo act inactive, HIF activator 1.0 and AI-2 QS mod 4.
Screening CCOC(=O)c1cc(C(=O)OCC)c(=O)[nH]c1SCc1ccccc1 returned MrgX1 agonist inactive, TRPC6 inh inactive, MrgX1 antag inactive, TRPC4 potent inactive, TRPC6 activator inactive, TRPC4 agonist inactive, TRPC4 inh inactive, PolyA inhibitor inactive, MrgX1 allo act inactive, HIF activator -1.1 and AI-2 QS mod 11.
Screening Cc1c(C)n(CC(O)CN2CCN(C)CC2)c2ccccc12 (stereo not drawn) returned MrgX1 agonist inactive, TRPC6 inh inactive, MrgX1 antag inactive, TRPC4 potent inactive, TRPC6 activator inactive, TRPC4 agonist inactive, TRPC4 inh inactive, PolyA inhibitor inactive, MrgX1 allo act inactive, HIF activator 0.3 and AI-2 QS mod 18.
`CCCOC(=O)Nc1sc2c(c1C(N)=O)CCCC2` gave MrgX1 agonist inactive, TRPC6 inh inactive, MrgX1 antag inactive, TRPC4 potent inactive, TRPC6 activator inactive, TRPC4 agonist inactive, TRPC4 inh inactive, PolyA inhibitor inactive, MrgX1 allo act inactive, HIF activator 1.6 and AI-2 QS mod 4.
`Cc1nnc(SCC(=O)NCc2ccco2)n1-c1ccccc1` gave MrgX1 agonist inactive, TRPC6 inh inactive, MrgX1 antag inactive, TRPC4 potent inactive, TRPC6 activator inactive, TRPC4 agonist inactive, TRPC4 inh inactive, PolyA inhibitor inactive, MrgX1 allo act inactive, HIF activator 0.2 and AI-2 QS mod 23.
Screening COc1ccc(N2CCN(C(CNS(=O)(=O)c3cc(F)ccc3F)c3cccnc3)CC2)cc1 (stereo not drawn) returned MrgX1 agonist inactive, TRPC6 inh inactive, MrgX1 antag inactive, TRPC4 potent inactive, TRPC6 activator inactive, TRPC4 agonist inactive, TRPC4 inh inactive, PolyA inhibitor inactive, MrgX1 allo act inactive, HIF activator -0.1 and AI-2 QS mod 31.
CCCNC(=O)COC(=O)c1ccc(OCC(=O)Nc2ccccc2OC)c(OC)c1 was read as MrgX1 agonist inactive, TRPC6 inh inactive, MrgX1 antag inactive, TRPC4 potent inactive, TRPC6 activator inactive, TRPC4 agonist inactive, TRPC4 inh inactive, PolyA inhibitor inactive, MrgX1 allo act inactive, HIF activator -0.2 and AI-2 QS mod 2.
For COC(=O)c1ccccc1S(=O)(=O)N1CCC(C(=O)NCC2CCCO2)CC1 (stereo not drawn) the results were MrgX1 agonist inactive, TRPC6 inh inactive, MrgX1 antag inactive, TRPC4 potent inactive, TRPC6 activator inactive, TRPC4 agonist inactive, TRPC4 inh inactive, PolyA inhibitor inactive, MrgX1 allo act inactive, HIF activator 0.0 and AI-2 QS mod 12.
`COc1ccccc1/C=C\C(=O)NCC(=O)N/N=C(/C)c1cccc([N+](=O)[O-])c1` gave MrgX1 agonist inactive, TRPC6 inh inactive, MrgX1 antag inactive, TRPC4 potent inactive, TRPC6 activator inactive, TRPC4 agonist inactive, TRPC4 inh inactive, PolyA inhibitor inactive, MrgX1 allo act inactive, HIF activator -0.3 and AI-2 QS mod 13.
For O=C(Cc1ccccc1)NN1C(=O)C2C3C=CC(C3)C2C1=O (stereo not drawn) the results were MrgX1 agonist inactive, TRPC6 inh inactive, MrgX1 antag inactive, TRPC4 potent inactive, TRPC6 activator inactive, TRPC4 agonist inactive, TRPC4 inh inactive, PolyA inhibitor inactive, MrgX1 allo act inactive, HIF activator -0.3 and AI-2 QS mod 23.
`CCn1c(C)cc(/C=C2/NC(=O)N(CC(=O)Nc3cccc(C)c3)C2=O)c1C` gave MrgX1 agonist inactive, TRPC6 inh inactive, MrgX1 antag inactive, TRPC4 potent inactive, TRPC6 activator inactive, TRPC4 agonist inactive, TRPC4 inh inactive, PolyA inhibitor inactive, MrgX1 allo act inactive, HIF activator -0.2 and AI-2 QS mod 6.
Cc1cccn2cc(-c3ccccc3)nc12 was read as MrgX1 agonist inactive, TRPC6 inh inactive, MrgX1 antag inactive, TRPC4 potent inactive, TRPC6 activator inactive, TRPC4 agonist inactive, TRPC4 inh inactive, PolyA inhibitor inactive, MrgX1 allo act inactive, HIF activator -0.1 and AI-2 QS mod 12.
Screening Cc1ccnc(NC(=O)CS(=O)(=O)c2ccccc2)c1 returned MrgX1 agonist inactive, TRPC6 inh inactive, MrgX1 antag inactive, TRPC4 potent inactive, TRPC6 activator inactive, TRPC4 agonist inactive, TRPC4 inh inactive, PolyA inhibitor inactive, MrgX1 allo act inactive, HIF activator 1.0 and AI-2 QS mod 18.
O=C(NC(=S)Nc1ccc(N2CCCCC2)cc1)c1ccc2c(c1)OCCO2 was read as MrgX1 agonist inactive, TRPC6 inh inactive, MrgX1 antag inactive, TRPC4 potent inactive, TRPC6 activator inactive, TRPC4 agonist inactive, TRPC4 inh inactive, PolyA inhibitor inactive, MrgX1 allo act inactive, HIF activator -0.5 and AI-2 QS mod 5.
Screening O=C(CSc1nc2ccccc2n1Cc1ccccc1)N/N=C/c1ccco1 returned MrgX1 agonist inactive, TRPC6 inh inactive, MrgX1 antag inactive, TRPC4 potent inactive, TRPC6 activator inactive, TRPC4 agonist inactive, TRPC4 inh inactive, PolyA inhibitor inactive, MrgX1 allo act inactive and AI-2 QS mod 9.
For O=C(O)c1ccc(CSc2nc3ccc(N4C(=O)C5C6C=CC(C6)C5C4=O)cc3s2)cc1 (stereo not drawn) the results were MrgX1 agonist inactive, TRPC6 inh inactive, MrgX1 antag inactive, TRPC4 potent inactive, TRPC6 activator inactive, TRPC4 agonist inactive, TRPC4 inh inactive, PolyA inhibitor inactive, MrgX1 allo act inactive, HIF activator -0.4 and AI-2 QS mod 35.
Cc1c(C(=O)O)cccc1-c1ccc(/C=N/Nc2ccc(Br)cc2)o1 was read as MrgX1 agonist inactive, TRPC6 inh inactive, MrgX1 antag inactive, TRPC4 potent inactive, TRPC6 activator inactive, TRPC4 agonist inactive, TRPC4 inh inactive, PolyA inhibitor inactive, MrgX1 allo act inactive, HIF activator 1.3 and AI-2 QS mod 5.
`O=C(N/N=C/c1ccsc1)c1ccc2ccccc2n1` gave MrgX1 agonist inactive, TRPC6 inh inactive, MrgX1 antag inactive, TRPC4 potent 17*, TRPC6 activator inactive, TRPC4 agonist inactive, TRPC4 inh inactive, PolyA inhibitor inactive, MrgX1 allo act inactive, HIF activator 0.9 and AI-2 QS mod 7.
O=C(c1ccc(COc2ccccc2[N+](=O)[O-])o1)N1CCCCCC1 was read as MrgX1 agonist inactive, TRPC6 inh inactive, MrgX1 antag inactive, TRPC4 potent inactive, TRPC6 activator inactive, TRPC4 agonist inactive, TRPC4 inh inactive, MrgX1 allo act inactive, HIF activator 1.9 and AI-2 QS mod 17.
Screening Cc1ccc2nc(Nc3ncc4c(n3)CC(C)(C)CC4=O)nc(C)c2c1 returned MrgX1 agonist inactive, TRPC6 inh inactive, MrgX1 antag inactive, TRPC4 potent inactive, TRPC6 activator inactive, TRPC4 agonist inactive, TRPC4 inh inactive, PolyA inhibitor inactive, MrgX1 allo act inactive, HIF activator 0.7 and AI-2 QS mod 33.
For O=C(Nc1nnc(-c2ccc(F)cc2)o1)c1cccc([N+](=O)[O-])c1 the results were MrgX1 agonist 58*, TRPC6 inh inactive, MrgX1 antag inactive, TRPC4 potent inactive, TRPC6 activator inactive, TRPC4 agonist 126*, TRPC4 inh -6*, PolyA inhibitor inactive, MrgX1 allo act inactive, HIF activator -0.2 and AI-2 QS mod inconclusive.

Screening data: PubChem, several laboratories

Not all compounds are listed; rates above refer to the full screens.
